# Screening data: PubChem BioAssay, National Center for Advancing Translational Sciences (NCATS)
# HEK293 viab: cell viability loss counter-screen | 0.12% of 150,000 active | HEK-293-SNCA-luc viability, GF-AFC fluorescence, 24 h | Potency, µM (highest dose often 57.1 µM), for the others: at the top dose activity change, negative = cytotoxicity, hits mostly cytotoxic | AID 1671193;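 also: potency is read from the fitted curve at half-maximal effect; 0% = DMSO-treated cells and -100% = medium-only wells without cells; nearly all actives have a fitted effect of over 30% in size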
#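 Cytotoxicity counterscreen: after 24 h compound treatment of genome-edited SNCA-luciferase HEK-293 cells, live-cell protease substrate GF-AFC read by fluorescence after 30 min; activity scaled between DMSO (0%) and medium-only (-100%), curves Hill-fitted.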
# HEK293 tox: HEK 293 cell cytotoxicity; 6.6% of 94,000 active; AID 1345083; HEK 293 viability, ATP luminescence (CellTiter-Glo), 48-72 h; Potency, µM (series often up to 115 µM), without a hit: at the top dose activity change, negative = cytotoxicity, usual class: inhibitors; also: potency is read from the fitted curve at half-maximal effect; nearly all actives have a fitted effect of over 60% in size
#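 Cytotoxicity was scored by loss of ATP-coupled luminescence (CellTiter-Glo) in HEK 293 cells. Compound treatment ran 48 or 72 hr at 37 degree Celsius, 5% CO2, 95% humidity.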
# SNCA expr inhib: reduces expression of the alpha-synuclein gene | HEK-293 SNCA-luciferase knock-in, luminescence, 24 h | Potency, µM (top dose mostly 57.2 µM), for the others: at the top dose activity change, negative = inhibition, actives largely listed as inhibitors | 0.17% of 140,000 active;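 also: potency is read from the fitted curve at half-maximal effect; plate controls were DMSO cells for no effect and cell-free wells for full effect; nearly all actives have a fitted effect of over 45% in size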
# Luciferase inh: inhibitors of firefly (Photinus pyralis) luciferase | 2.5% of 76,000 active | purified P. pyralis luciferase, luminescence, biochemical | Potency, µM (series often up to 115 µM), without a hit: at the top dose activity change, negative = inhibition, usual class: inhibitors | P08659; also: potency is read from the fitted curve at half-maximal effect; nearly all actives have a fitted effect of over 65% in size
# Target sequence (P08659 whole entry, looked up): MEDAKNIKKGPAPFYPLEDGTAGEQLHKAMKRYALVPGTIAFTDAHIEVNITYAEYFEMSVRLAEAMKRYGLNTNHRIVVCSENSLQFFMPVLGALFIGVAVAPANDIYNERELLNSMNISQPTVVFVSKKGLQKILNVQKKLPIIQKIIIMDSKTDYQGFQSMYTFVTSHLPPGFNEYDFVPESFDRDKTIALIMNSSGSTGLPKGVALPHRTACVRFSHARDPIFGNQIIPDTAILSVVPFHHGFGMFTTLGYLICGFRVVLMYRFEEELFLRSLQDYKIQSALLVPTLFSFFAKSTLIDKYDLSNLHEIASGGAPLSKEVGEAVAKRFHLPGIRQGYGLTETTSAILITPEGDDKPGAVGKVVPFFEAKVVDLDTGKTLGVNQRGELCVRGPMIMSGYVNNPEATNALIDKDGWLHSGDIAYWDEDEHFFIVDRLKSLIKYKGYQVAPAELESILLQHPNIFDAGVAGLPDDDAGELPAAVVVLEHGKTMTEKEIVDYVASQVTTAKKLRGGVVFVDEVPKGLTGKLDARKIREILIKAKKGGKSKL
#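 Biochemical qHTS: compound (6-point titration) added to 10uM D-luciferin plus 10uM ATP in Tris acetate pH 7.5 buffer with Mg, Tween-20 and BSA, then purified enzyme at 10nM; light output imaged.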
# 3T3 cytotox: kills NIH 3T3 cells; AID 1345082; NIH 3T3 viability, CellTiter-Glo ATP luminescence, 48-72 h; 4.3% of 94,000 active; Potency, µM (highest dose often 96.7 µM), without a hit: at the highest dose activity change, negative = cytotoxicity, actives largely listed as inhibitors; also: potency is read from the fitted curve at half-maximal effect; nearly all actives have a fitted effect of over 55% in size
#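 Luminescent ATP readout (CellTiter-Glo, 10 min RT) after 48 or 72 hr compound exposure of NIH 3T3 cells seeded at 400 cells/well in 1536-well format; quantitative HTS.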
# IP6K1 inh: blocks human inositol hexakisphosphate kinase 1; AID 1645851; Q92551; 0.81% of 140,000 active; IP6K1 kinase, ADP-Glo luminescence, 2 h; active compounds read low; activity change, % (series mostly up to about 58 µM); in the data active = activity change below about -25%
#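 ADP-Glo luminescence measures ADP made by human IP6K1 during a 2 h RT reaction with ATP/IP6 (mix at 1.3 mM/130 uM); top library doses 57.5 and 19.1 uM final.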
# GPT2 inh: GPT2 alanine aminotransferase inhibition; Q8TD30; Recombinant GPT2, coupled pyruvate oxidase/HRP Amplex Red fluorescence; Potency, µM (doses to about 57.7 µM), inactives show at the top dose activity change, negative = inhibition, usual class: inhibitors; 0.25% of 100,000 active; also: potency is read from the fitted curve at half-maximal effect; nearly all actives have a fitted effect of over 60% in size; many of its hits are not listed in these tables
# Target sequence (Q8TD30 whole entry, looked up): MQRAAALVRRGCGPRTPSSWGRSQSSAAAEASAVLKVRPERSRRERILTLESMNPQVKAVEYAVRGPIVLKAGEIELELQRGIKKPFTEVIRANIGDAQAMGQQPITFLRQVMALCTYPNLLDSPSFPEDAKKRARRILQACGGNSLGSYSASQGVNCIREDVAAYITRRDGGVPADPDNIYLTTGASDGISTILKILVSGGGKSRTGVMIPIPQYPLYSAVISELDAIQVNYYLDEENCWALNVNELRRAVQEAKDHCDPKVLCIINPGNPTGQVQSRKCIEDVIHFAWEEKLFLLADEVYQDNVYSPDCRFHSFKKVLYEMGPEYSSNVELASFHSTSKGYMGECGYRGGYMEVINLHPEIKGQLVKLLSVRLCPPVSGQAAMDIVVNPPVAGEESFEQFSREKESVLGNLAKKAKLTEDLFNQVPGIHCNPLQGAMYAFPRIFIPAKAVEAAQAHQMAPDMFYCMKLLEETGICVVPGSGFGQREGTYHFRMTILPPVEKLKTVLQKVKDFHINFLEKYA
#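 Fluorescence read-out: pyruvate from GPT2 turnover coupled to pyruvate oxidase, HRP and Amplex Red (0.2mM ThPP, 0.2U/mL PO and HRP, 50uM Amplex final). Substrates 250uM a-KG, 2mM L-alanine; enzyme 10ng/uL; 30 min RT.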
# * marks the source's active call; other numbers are inactive results; i = inactive; ? = inconclusive; · = no result given; [ ] = remark or other dose. Unless noted, calls follow the shape of the dose curve; as a rule, active = well fitted curve in the direction sought with a large enough effect; inconclusive = small, poorly fitted or top-dose-only effect, or another doubt; inactive = no such curve, though single readings can be large; an effect the other way counts as inactive or inconclusive. Unless noted, % is scaled to controls: 0 for no effect and ±100 for the full control effect. An excerpt; rates above refer to the full screens.
SMILES,HEK293 viab,HEK293 tox,SNCA expr inhib,Luciferase inh,3T3 cytotox,IP6K1 inh,GPT2 inh
O=C(c1ccccc1F)N1CCc2nc(-c3ccccc3)nc(-c3ccc(Cl)cc3)c2C1,1%,?,-26%,5%,?,6,i
CC(C)CC1NC(=O)C2CC3(O)c4ccccc4NC3N2C1=O (stereo not given),-16%,·,·,·,·,25,i
Cc1ccc(Cn2c(C(=O)O)c(CNC3CCCC3)c3ccc(C)cc32)cc1,-19%,·,-14%,·,·,3,·
CC(CNC(=O)c1ccc(CSc2nc3ccncc3n2Cc2ccc(F)cc2)cc1)c1ccccc1 (stereo not given),-14%,·,?,·,·,19,·
CC/C=C\CC1C(CC(=O)O)CCC1OC1OC(CO)C(O)C(O)C1O (stereo not given),-12%,·,·,·,·,16,i
COc1ccc(-c2cn3c(n2)CO[C@@H](CNC(=O)C2CCCC2)C3)cc1,-10%[87.6 µM],-17%[172 µM],7%[87.6 µM],28µM*,-6%[138 µM],-2,-3%[88.5 µM]
O=C(NC1CC1)c1cc(C2CC2)nc2onc(C3CCNCC3)c12,1%,-11%,15%,·,-14%,10,-23%
CC(C)CC(=O)N1CCCCCC1CN1CCC(C)CC1 (stereo not given),-5%,?,5%,-8%,?,-8,-6%
O=C(c1ccccn1)N1CCC2(CNS(=O)(=O)c3cnccc3O2)C1 (stereo not given),0%,i,-25%,·,i,3,-6%
Cc1cccc(N(C)C(=O)C2CCN(S(=O)(=O)c3cccc4nonc34)CC2)c1,-17%,·,-22%,·,·,1,·
Cc1ccccc1CN1CCN(CC(=O)NCc2ccccc2Cl)C1=O,7%,·,57%[activator],·,·,0,·
CCOC(=O)c1[nH]c(C)c(CCC(=O)Nc2cc(C)ccc2OC)c1C,4%,·,-29%,·,·,3,·
CCCCS(=O)(=O)N1CCc2nn(CCOC)c(=O)n2CC1,6%,-18%,-11%,0%,-7%,-9,4%
O=C1CCC2(CCNCC2)CCN1Cc1ccccc1,?,-2%,0%,6%,-7%,-3,i
COc1ccc(CN2C(=O)COC[C@@H]2[C@H](O)c2ccc(NC(C)=O)cc2)cc1,11%[87.6 µM],-13%[172 µM],-14%[87.6 µM],-14%[172 µM],1%[174 µM],8,-21%[88.5 µM]
COc1cccc(-c2cc(NCc3ccc4c(c3)OCO4)nc(N)n2)c1,?,·,·,·,·,17,-45%
CC(C)CC(=O)N1CC(=O)Nc2ccc(F)cc2C1c1ccccc1 (stereo not given),-6%,·,-7%,·,·,10,·
COc1ccc(S(=O)(=O)c2nnn(-c3ccccc3F)c2C)cc1,7%,·,-2%,·,·,22,·
CCCc1cc(CN(C)C(=O)C2CC(=O)N(c3ccc(C(C)C)cc3)C2)[nH]n1 (stereo not given),-15%,?,8%,4%,?,-15,-65%
O=C(NCCCc1ccccc1)c1ccc2nnc(-c3ccc(C(F)(F)F)cc3)n2c1,-16%,?,-2%,·,?,-3,-13%
O=C(C[C@@H]1O[C@H](CNS(=O)(=O)c2ccccc2)[C@@H](O)[C@H]1O)Nc1ccccc1,6%[87.6 µM],i,-20%[87.6 µM],-4%[172 µM],4%[174 µM],-6,2%[88.5 µM]
O=C1CC(c2noc(-c3ccccc3F)n2)CN1C1CCCCC1 (stereo not given),1%,?,30%[activator],0%,?,4,?
O=C(C1CCCC1)N1CCC(c2nc(-c3ccc4nc[nH]c4c3)no2)CC1,9%,?,?,-5%,-42%,0,i
CCc1cccc(NC(=O)Cn2c(=O)n(CC3CCC(C(=O)NCCc4ccccc4)CC3)c(=O)c3ccccc32)c1 (stereo not given),-18%,·,-19%,·,·,7,·
COc1ccc(C(=O)NCCn2ccn3nc(-c4ccc(C)cc4C)cc3c2=O)c(C)c1,?,?,8%,3.5µM*,?,-9,i

# (next part)
SMILES,HEK293 viab,HEK293 tox,SNCA expr inhib,Luciferase inh,3T3 cytotox,IP6K1 inh,GPT2 inh
Cn1nc(C(=O)N2CC[C@@](C)(O)[C@@H](O)C2)cc1-c1cccs1,3%,-3%,11%,-5%,-7%,12,i
Cc1cc(C)cc(NC2=N[C@H]3[C@@H](O)[C@H](O)C[C@H](C(=O)NCc4cccs4)[C@H]3S2)c1,2%[87.6 µM],?,-18%[87.6 µM],6%[172 µM],?,-12,-6%[88.5 µM]
Cc1ccc(/C=C/c2onc(C)c2S(=O)(=O)N2CCC(C(=O)NCc3ccco3)CC2)cc1,-4%,·,3%,·,·,4,·
O=C(CCc1nc2ccccc2[nH]1)N1CCC(c2noc(-c3ccccn3)n2)C1 (stereo not given),-2%,-6%,1%,-10%,-22%,0,2%
COc1ccccc1CNc1nc(-c2ccco2)nn1S(=O)(=O)c1ccc(Cl)cc1,13%,·,75%[activator],·,·,-1,·
CN(c1ccccc1)c1cc(=O)c2ccnc(NC3CCOCC3)c2o1,6%[87.6 µM],?,1%[87.6 µM],-1%[172 µM],?,-36*,2%[88.5 µM]
COc1ccc(CNC(=O)C2CCN(c3cc(C(F)(F)F)nc(C)n3)CC2)cc1,-1%,?,-23%,4%,?,-10,1%
COc1ccc(Cl)cc1-c1ncc2c(n1)OCCN(c1ccccc1)C2=O,-7%[87.6 µM],4%[172 µM],-6%[87.6 µM],?,40µM*,11,-6%[88.5 µM]
COc1ccccc1CNC(=O)Cn1c(=O)ccc2cc(S(=O)(=O)N3CCC(C)CC3)ccc21,-18%,·,26%,·,·,-3,·
C[C@H](c1ccccc1)N1C(=O)[C@@H]2CN(C(=O)CC(C)(C)C)CCN2C1=O,6%[87.6 µM],?,-11%[87.6 µM],4%[172 µM],-35%[174 µM],-6,-16%[88.5 µM]
CC(C)Cc1nc(NC(=O)Cn2nc3c(cc2=O)CCCCC3)n[nH]1,2%,2%,-28%,12%,i,0,i
COc1ccc(-c2ccnc(-c3nnc(C)n3Cc3ccccc3)c2)cc1OC,-16%[87.6 µM],?,32%[activator][87.6 µM],-14%[172 µM],?,-6,-1%[88.5 µM]
COc1ccc(NC(=O)CC2C(=O)N(c3cccc(OC)c3)C(=O)N2Cc2ccc3c(c2)OCO3)cc1 (stereo not given),-2%,·,-5%,·,·,-8,·
CCCn1cc(S(=O)(=O)c2ccccc2)c(=O)c2cc(F)c(N3CCCCCC3)cc21,-29%,·,?,·,·,2,·
COc1ccc(CN2CCC3(CC2)CNC(=O)c2ccccc2O3)cc1,0%,-4%,8%,·,-6%,-13,?
Cc1cc(C(=O)NCC2Cn3cccc3CN2Cc2ccccc2)n[nH]1 (stereo not given),4%,?,104%[activator],?,-22%,-8,i
O=S(=O)(c1ccccc1)N1CCN(c2ccc3nnc(-c4ccccc4)n3n2)CC1,·,?,·,·,?,3,·
COc1ccc(C(=O)NCc2nnc3ccc(-c4ccc(Cl)cc4)nn23)c(OC)c1,-3%,i,2%,-2%,0%,19,-6%
CCC(=O)N1CCC(N2C(=O)C(O)C23CCCCC3)CC1 (stereo not given),4%,0%,?,0%,-12%,-1,-14%
O=C(NCc1ccc(Cl)cc1)c1c(OCC2CC2)cc(=O)n2c1CCOCC2,-2%,-22%,22%,·,-32%,22,i
Cc1nc(C)c(C(=O)N2CCC(Cc3noc(-c4ccccc4)n3)C2)s1 (stereo not given),-19%,?,-22%,-8%,-24%,9,i
CCOC(=O)c1ccc(NC(=O)c2cccc3c(=O)c4c([nH]c23)CCCC4)cc1,-3%,·,-13%,·,·,22,·
Cc1ccc(-c2cc(C(=O)NCc3ccc4c(c3)OCO4)c3cnn(C)c3n2)c(C)c1,8%,?,-4%,·,?,11,i
O=C(c1cnc2n[nH]c(-c3ccccc3)c2n1)N1CCOCC1,-2%[87.6 µM],?,?,-7%[172 µM],?,-18,3%[88.5 µM]
COc1ccc(OCCn2cc(C(=O)C3CCCCC3)c3ccccc32)cc1,-15%,·,-33%,·,·,1,·

# Profiles, quoted from the list. Order of screens: HEK293 viab, HEK293 tox, SNCA expr inhib, Luciferase inh, 3T3 cytotox, IP6K1 inh, GPT2 inh
# COc1ccc(Cl)cc1-c1ncc2c(n1)OCCN(c1ccccc1)C2=O in the list: -7%[87.6 µM], 4%[172 µM], -6%[87.6 µM], ?, 40µM*, 11, -6%[88.5 µM]
# Cc1nc(C)c(C(=O)N2CCC(Cc3noc(-c4ccccc4)n3)C2)s1 (stereo not given) in the list: -19%, ?, -22%, -8%, -24%, 9, i

# (next part)
SMILES,HEK293 viab,HEK293 tox,SNCA expr inhib,Luciferase inh,3T3 cytotox,IP6K1 inh,GPT2 inh
O=C1CC(c2ccccc2)N(C(=O)Nc2ccccc2F)CCCCCN1 (stereo not given),-3%,3%,9%,1%,-9%,-4,i
O=C(c1n[nH]c2ccccc12)N1CCCC1c1nc(CCOCC2CCCC2)no1 (stereo not given),-10%,?,-30%,4%,?,26,5%
Cn1cnc(S(=O)(=O)N2CCCC(C(=O)NCc3ccc(Cl)cc3)C2)c1 (stereo not given),4%,·,-13%,·,·,-9,·
Cc1c(-c2ccc(F)cc2)[nH]c2ccc(CNC(=O)c3n[nH]c4c3CCCC4)cc12,?,?,-26%,16µM*,32µM*,-22,4%
Cc1cc(=O)[nH]c(SCC(=O)N2CCN(c3ccccc3)CC2)n1,2%,·,0%,·,·,-9,·
O=C1CCN(S(=O)(=O)c2ccccc2)CCCC(C(=O)NCCN2CCCC2)CCN1 (stereo not given),2%,0%,-6%,-11%,-9%,-6,i
Cc1ccc(CNC(=O)c2sc3nc(-c4ccc(F)cc4)ccc3c2N)cc1,?,·,-6%,·,·,1,·
CCOc1ccc(N2C(=O)N(Cc3ccc(C)cc3C)c3ccccc3S2(=O)=O)cc1,-4%,·,-19%,·,·,-3,·
COc1ccccc1-c1cccc(CN2CCC(NC(=O)c3ccc(C(F)(F)F)cc3)CC2)c1,-24%,22µM*,3%,·,25µM*,-2,-6%
COc1cc(S(=O)(=O)N2CCc3c(nc[nH]c3=O)C2)c(OC)cc1C,1%,-3%,16%,-2%,-16%,-30*,i[11.5 µM]
CCCC(=O)OC1=CN(Cc2ccccc2)S(=O)(=O)c2ccccc21,3%,·,?,·,·,-6,·
CCc1ccccc1N(C)C(=O)Cn1cnc2sc(C)c(S(=O)(=O)N3CCC(C)CC3)c2c1=O,-1%,·,-14%,·,·,15,·
O=C(COc1ccc(F)cc1)N1CCCN(c2cc(-c3ccc(Br)cc3)[nH]n2)CC1,-9%,45µM*,-20%,-6%,?,19,?
CCc1nc(-c2c3n(c(=O)n(Cc4cccc(C#N)c4)c2=O)CCCC3)no1,-9%,6%,-11%,0%,-5%,37,3%

# Two of the compounds above, with tabs:
Compound	HEK293 viab	HEK293 tox	SNCA expr inhib	Luciferase inh	3T3 cytotox	IP6K1 inh	GPT2 inh
Cc1ccc(CNC(=O)c2sc3nc(-c4ccc(F)cc4)ccc3c2N)cc1	?	·	-6%	·	·	1	·
CCOc1ccc(N2C(=O)N(Cc3ccc(C)cc3C)c3ccccc3S2(=O)=O)cc1	-4%	·	-19%	·	·	-3	·
